Assay outcomes (PubChem BioAssay)
H9c2 TAG inh: reduces triacylglycerol accumulation in H9c2 cells. Nile Red lipid (TAG) fluorescence; cells loaded with 200 µM oleic acid. inhibition, % at 12.5 µM. AID 651582. 230,000 compounds, 0.66% hits;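 active means pattern-corrected inhibition of lipid staining of at least 50% with the nuclear-stain viability signal not falling by more than 50%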;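 further: 0% = DMSO wells and 100% = triacsin C control wells; some results filed as inactive read as strong as hits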
H9c2 TAG inh DAPI viability: recorded beside H9c2 TAG inh, whose call it bears; DAPI nuclei signal change (viability), lower = more cytotoxic, %;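 whole-well DAPI fluorescence read on a plate reader as a viability signal; minus 50 percent equals half of cells still viable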
* hit, by the source's call. This is a subset (hit frequency here may not be typical).

Screening O=C(CN(C(=O)c1ccccc1)N1C(=O)CCC1=O)c1cccs1 returned H9c2 TAG inh 9 and H9c2 TAG inh DAPI viability -6.
Screening COc1ccc(S(=O)(=O)N2CCCCC2)cc1NC(=O)CCNC(=O)c1ccco1 returned H9c2 TAG inh 1 and H9c2 TAG inh DAPI viability -4.
COc1ccc(C2NCCc3cc(OC)c(OC)cc32)cc1OC (configuration not stated) was read as H9c2 TAG inh -5 and H9c2 TAG inh DAPI viability 9.
O=C(NC(=S)N1CCN(C/C=C/c2ccccc2)CC1)c1cccnc1 was read as H9c2 TAG inh 3 and H9c2 TAG inh DAPI viability 4.
For Cc1ccc(C(=O)Nc2oc(-c3ccccc3)cc2C#N)cc1 the results were H9c2 TAG inh 26 and H9c2 TAG inh DAPI viability -13.
Screening Cc1cc(C)c(S(=O)(=O)N2CCN(C(=O)CC(C)n3nc(C)nc3C)CC2)c(C)c1 (configuration not stated) returned H9c2 TAG inh -11 and H9c2 TAG inh DAPI viability -6.
Screening O=C(CSc1nnc(NC(=O)c2ccccc2F)s1)NCc1ccco1 returned H9c2 TAG inh 0 and H9c2 TAG inh DAPI viability 10.
Cc1ccc2c(c1)C(C)CC(C)(C)N2C(=O)NC1CCCCC1 (configuration not stated) was read as H9c2 TAG inh -9 and H9c2 TAG inh DAPI viability -3.
For Cc1ccc(NC(=O)CN(C)C(=O)CSc2nc3ccccc3c(=O)n2Cc2ccco2)cc1 the results were H9c2 TAG inh -3 and H9c2 TAG inh DAPI viability 9.
C/C(=N\NC(=O)C(N)=O)c1ccc(OC(F)F)cc1 was read as H9c2 TAG inh 14 and H9c2 TAG inh DAPI viability -1.
CN(C)S(=O)(=O)c1cccc(C(=O)NC2CCCc3ccccc32)c1 (configuration not stated) was read as H9c2 TAG inh 8 and H9c2 TAG inh DAPI viability -11.
Screening C=C(CN(C)C)C(=O)c1cc(C)ccc1C returned H9c2 TAG inh 20 and H9c2 TAG inh DAPI viability -13.
Screening Cc1ccc(NC(=O)NNC(=O)c2cc3ccccc3cc2O)c(C)c1 returned H9c2 TAG inh 19 and H9c2 TAG inh DAPI viability -19.
For O=C(Oc1ccc(C(=S)N2CCOCC2)cc1)c1cccc(Cl)c1 the results were H9c2 TAG inh -4 and H9c2 TAG inh DAPI viability 1.
`COCc1cc(Sc2ccc(Cl)cc2)nc(-c2ccccc2)n1` gave H9c2 TAG inh -12 and H9c2 TAG inh DAPI viability 6.
Screening COc1ccc(CC(=O)N/N=C(\C)c2cccnc2)cc1OC returned H9c2 TAG inh 6 and H9c2 TAG inh DAPI viability -1.
For O=C(N[C@@H](c1ccccc1)[C@@H]1C[C@H]1C(=O)O)OCc1ccccc1 the results were H9c2 TAG inh -4 and H9c2 TAG inh DAPI viability 1.
Screening Fc1cc(F)c(F)c(SCn2cc(Br)cn2)c1F returned H9c2 TAG inh -10 and H9c2 TAG inh DAPI viability -2.
CN(CC(=O)NCc1ccccn1)S(=O)(=O)c1ccc(F)cc1 was read as H9c2 TAG inh 10 and H9c2 TAG inh DAPI viability 5.
COc1cccc2sc3cc(NCC[C@@H]4CCCN4C)ccc3c(=O)c12 was read as H9c2 TAG inh 14 and H9c2 TAG inh DAPI viability 87.

At a glance, 9 of the compounds above.
Screening COc1ccc(S(=O)(=O)N2CCCCC2)cc1NC(=O)CCNC(=O)c1ccco1 returned H9c2 TAG inh 1 and H9c2 TAG inh DAPI viability -4.
COc1ccc(C2NCCc3cc(OC)c(OC)cc32)cc1OC (configuration not stated) was read as H9c2 TAG inh -5 and H9c2 TAG inh DAPI viability 9.
O=C(NC(=S)N1CCN(C/C=C/c2ccccc2)CC1)c1cccnc1 was read as H9c2 TAG inh 3 and H9c2 TAG inh DAPI viability 4.
For Cc1ccc(C(=O)Nc2oc(-c3ccccc3)cc2C#N)cc1 the results were H9c2 TAG inh 26 and H9c2 TAG inh DAPI viability -13.
Screening Cc1cc(C)c(S(=O)(=O)N2CCN(C(=O)CC(C)n3nc(C)nc3C)CC2)c(C)c1 (configuration not stated) returned H9c2 TAG inh -11 and H9c2 TAG inh DAPI viability -6.
Screening O=C(CSc1nnc(NC(=O)c2ccccc2F)s1)NCc1ccco1 returned H9c2 TAG inh 0 and H9c2 TAG inh DAPI viability 10.
Cc1ccc2c(c1)C(C)CC(C)(C)N2C(=O)NC1CCCCC1 (configuration not stated) was read as H9c2 TAG inh -9 and H9c2 TAG inh DAPI viability -3.
For Cc1ccc(NC(=O)CN(C)C(=O)CSc2nc3ccccc3c(=O)n2Cc2ccco2)cc1 the results were H9c2 TAG inh -3 and H9c2 TAG inh DAPI viability 9.
C/C(=N\NC(=O)C(N)=O)c1ccc(OC(F)F)cc1 was read as H9c2 TAG inh 14 and H9c2 TAG inh DAPI viability -1.

Remaining list, next part:
For COCCCN(C(=O)Cc1ccc(S(=O)(=O)N2CCOCC2)s1)c1c(N)n(Cc2ccccc2)c(=O)[nH]c1=O the results were H9c2 TAG inh 2 and H9c2 TAG inh DAPI viability -2.
O=C(NCc1ccccc1)c1cnc(-c2ccccn2)nc1C(F)(F)F was read as H9c2 TAG inh 25 and H9c2 TAG inh DAPI viability -8.
For O=C(O)c1ccccc1SCc1ccc2c(c1)OCO2 the results were H9c2 TAG inh 3 and H9c2 TAG inh DAPI viability -3.
Screening CCC(=O)Nc1nc2c(s1)COc1ccccc1-2 returned H9c2 TAG inh 15 and H9c2 TAG inh DAPI viability -15.
Screening O=C(N/C(=C/c1ccc(F)cc1)C(=O)N1CCOCC1)c1ccccc1 returned H9c2 TAG inh 4 and H9c2 TAG inh DAPI viability -7.
Screening NC(=O)C1(Nc2ccc(-c3ccccc3)cc2)CCCC1 returned H9c2 TAG inh -16 and H9c2 TAG inh DAPI viability 12.
`CN(C)Cc1c(O)ccc2occ(C(O)c3ccccc3)c12` (configuration not stated) gave H9c2 TAG inh -7 and H9c2 TAG inh DAPI viability 5.
`NC(c1ccccc1)c1csc(NC(=O)NCCc2ccccc2)n1` (configuration not stated) gave H9c2 TAG inh 18 and H9c2 TAG inh DAPI viability -11.
Screening O=C(Nc1ccc2nn(-c3ccccc3)nc2c1)c1ccco1 returned H9c2 TAG inh -11 and H9c2 TAG inh DAPI viability 18.
Screening NC(=S)N/N=C1/CCSc2ccc3ccccc3c21 returned H9c2 TAG inh 7 and H9c2 TAG inh DAPI viability 2.
Screening C/C(Cl)=C/Cc1c(C)[nH]c2c(ccc3ccccc32)c1=O returned H9c2 TAG inh -61 and H9c2 TAG inh DAPI viability -1.
Screening C=CCC(NCCCO)c1cccc(OC)c1OC (configuration not stated) returned H9c2 TAG inh -38 and H9c2 TAG inh DAPI viability -8.
`Nc1nnc(CSCc2ccccc2)s1` gave H9c2 TAG inh -7 and H9c2 TAG inh DAPI viability -3.
NS(=O)(=O)c1cc2c(cc1Cl)NC(C(Cl)Cl)NS2(=O)=O (configuration not stated) was read as H9c2 TAG inh 0 and H9c2 TAG inh DAPI viability 9.
O=C1c2cccc3cccc(c23)C(=O)N1OS(=O)(=O)c1ccc(Cl)cc1 was read as H9c2 TAG inh 3 and H9c2 TAG inh DAPI viability -10.
For Cc1sc2nc(COC(=O)c3c(F)cccc3F)[nH]c(=O)c2c1C the results were H9c2 TAG inh 16 and H9c2 TAG inh DAPI viability 2.
Screening Cc1noc(C)c1S(=O)(=O)N(C)C[C@@H]1OCc2cn(nn2)CCCC(=O)N([C@@H](C)CO)C[C@H]1C returned H9c2 TAG inh -5 and H9c2 TAG inh DAPI viability -2.
CC(OC(=O)c1ccc(CN2CCCC2=O)cc1)C(=O)Nc1ccc(Cl)cc1 (configuration not stated) was read as H9c2 TAG inh -28 and H9c2 TAG inh DAPI viability 4.
`S=C(Nc1ccccc1)N1CCCN1c1ccccc1` gave H9c2 TAG inh 1 and H9c2 TAG inh DAPI viability 0.
Nc1nc2cc(Br)ccc2o1 was read as H9c2 TAG inh 11 and H9c2 TAG inh DAPI viability -5.
COc1cc(/C=N/NC(=O)CNC(=O)c2ccco2)ccc1O was read as H9c2 TAG inh 2 and H9c2 TAG inh DAPI viability 0.
Screening Cc1nc(NCCN2CCOCC2)c2oc3ccccc3c2n1 returned H9c2 TAG inh 18 and H9c2 TAG inh DAPI viability -10.
`COc1ccc(N2CC(C(=O)NCCC3=CCCCC3)CC2=O)c(OC)c1` (configuration not stated) gave H9c2 TAG inh 7 and H9c2 TAG inh DAPI viability 4.
Screening CCOC(=O)c1c(NC(=O)COC(=O)c2ncc(Cl)c(Cl)c2Cl)sc(C(=O)N(C)C)c1C returned H9c2 TAG inh 11 and H9c2 TAG inh DAPI viability -7.
`c1ccc(Sc2ncccn2)nc1` gave H9c2 TAG inh 4 and H9c2 TAG inh DAPI viability -4.
Screening Cc1ccc(C(=O)Nc2ccc(SC(F)F)cc2)s1 returned H9c2 TAG inh 3 and H9c2 TAG inh DAPI viability 12.
`CCNC(=S)NNc1nc(N2CCOCC2)nc(N2CCOCC2)n1` gave H9c2 TAG inh -19 and H9c2 TAG inh DAPI viability 9.
`CCOC(=O)C1C(=O)N(C(=O)c2cncc(Br)c2)CC1c1ccccc1` (configuration not stated) gave H9c2 TAG inh 5 and H9c2 TAG inh DAPI viability -5.
`Cc1nc2cc3c(=O)n(C)cnc3cc2n1Cc1ccccc1` gave H9c2 TAG inh 3 and H9c2 TAG inh DAPI viability -6.
`O=S(=O)(O)c1nnc2sc3ccccc3n12` gave H9c2 TAG inh -4 and H9c2 TAG inh DAPI viability 14.
COc1ccc(NC(=O)COC(=O)c2ccncc2)c(OC)c1 was read as H9c2 TAG inh 2 and H9c2 TAG inh DAPI viability -4.
Screening Cc1cc(C(=O)Nc2ccccc2C#N)n(-c2ccccc2)n1 returned H9c2 TAG inh 9 and H9c2 TAG inh DAPI viability -10.
Cc1ccc(C)c(-n2sc3ccc(F)cc3c2=O)c1 was read as H9c2 TAG inh 46 and H9c2 TAG inh DAPI viability -18.
`CCCn1c(=O)c2c(ncn2C)n(CCC)c1=O` gave H9c2 TAG inh -9 and H9c2 TAG inh DAPI viability 4.
For COc1ccc(C(=O)N/N=C/c2c(C)nn(-c3ccccc3)c2OC)cc1 the results were H9c2 TAG inh -11 and H9c2 TAG inh DAPI viability 1.
`C=CCn1c(SCC(=O)Nc2cccc(S(=O)(=O)N(C)c3ccccc3)c2)nnc1C1CC1` gave H9c2 TAG inh -4 and H9c2 TAG inh DAPI viability -6.
Screening O=C(CC1OC(=O)c2ccccc21)Nc1ccc(Cl)c(S(=O)(=O)N2CCCCC2)c1 (configuration not stated) returned H9c2 TAG inh -10 and H9c2 TAG inh DAPI viability 0.
COc1ccc(N2C(=O)C(Cl)=C(N(CCO)Cc3ccccc3)C2=O)cc1 was read as H9c2 TAG inh -1 and H9c2 TAG inh DAPI viability -9.
`CCCCNC(=O)COC(=O)c1ccc(F)cc1Cl` gave H9c2 TAG inh 2 and H9c2 TAG inh DAPI viability 1.
CC(C)(C)c1ccc(S(=O)(=O)N2CCN(CC(=O)N3CC(=O)Nc4ccccc43)CC2)cc1 was read as H9c2 TAG inh -2 and H9c2 TAG inh DAPI viability 4.
Screening Oc1ccc2ccccc2c1/C=N/Nc1nnc(-c2ncc[nH]2)c2ccccc12 returned H9c2 TAG inh -15 and H9c2 TAG inh DAPI viability -25.
For Cc1ccc(C)c(S(=O)(=O)Nc2ccc3sc(C)nc3c2)c1 the results were H9c2 TAG inh -8 and H9c2 TAG inh DAPI viability -7.
For COc1ccc(C(CC(=O)c2ccc3c(c2)OCO3)C(=O)O)cc1OC (configuration not stated) the results were H9c2 TAG inh 2 and H9c2 TAG inh DAPI viability -7.
`CC(=O)NC(c1cccc(F)c1)c1nc(/C=C/c2ccccc2)cs1` (configuration not stated) gave H9c2 TAG inh -25 and H9c2 TAG inh DAPI viability 2.
Screening O=C(COc1cccc2c1CCNC2=O)Nc1ccc(Cl)cc1 returned H9c2 TAG inh 6 and H9c2 TAG inh DAPI viability -1.
For CC(C)CN(C(=O)c1ccc(S(=O)(=O)N2CCOCC2)cc1)C1CCS(=O)(=O)C1 (configuration not stated) the results were H9c2 TAG inh 5 and H9c2 TAG inh DAPI viability -4.
For COc1cc(SC)ccc1C(=O)Nc1ccc(S(=O)(=O)N2CCCC2)cc1 the results were H9c2 TAG inh 3 and H9c2 TAG inh DAPI viability 8.
For CCOC(=O)Cc1c(C)c2c(C)nn(-c3ccccc3)c2oc1=O the results were H9c2 TAG inh 9 and H9c2 TAG inh DAPI viability -10.
Screening Cc1ccc(C(=O)N(CCCN(C)C)c2nc3ccc(Cl)cc3s2)cc1C returned H9c2 TAG inh 40 and H9c2 TAG inh DAPI viability -8.
`O=C(N=c1ccn(-c2nc3ccccc3nc2NS(=O)(=O)c2ccc(Cl)cc2)cc1)c1cccs1` gave H9c2 TAG inh -11 and H9c2 TAG inh DAPI viability -3.
CN(C)C(=O)c1cccc(-c2cnc3c(NC=O)cc(-c4ccccc4N(C)C)cn23)c1 was read as H9c2 TAG inh -44 and H9c2 TAG inh DAPI viability 3.
For COc1ccccc1C(=O)N/C(=C/c1ccccc1)C(=O)Nc1ccc(C(=O)O)cc1 the results were H9c2 TAG inh -22 and H9c2 TAG inh DAPI viability 4.
Screening COc1ccc(OC)c(/C=N\NC(=O)c2ccc(COc3ccc(C)cc3[N+](=O)[O-])o2)c1 returned H9c2 TAG inh 14 and H9c2 TAG inh DAPI viability -3.
O=C(CN1CCN(CC(=O)Nc2cccc(F)c2)CC1)NCC1(N2CCOCC2)CCCCC1 was read as H9c2 TAG inh 5 and H9c2 TAG inh DAPI viability -8.
Screening CC1(C)Oc2cc(N)c([N+](=O)[O-])cc2O1 returned H9c2 TAG inh -4 and H9c2 TAG inh DAPI viability -1.
Screening N#CC(CCc1ccccn1)c1ccccc1 (configuration not stated) returned H9c2 TAG inh -2 and H9c2 TAG inh DAPI viability 10.
`CC(=O)Nc1cccc(-c2ccnc3c2CC(C(=O)NCCc2ccccc2)O3)c1` (configuration not stated) gave H9c2 TAG inh 46 and H9c2 TAG inh DAPI viability -31.
Screening O=C(NC(=S)Nn1cnnc1)c1ccccc1 returned H9c2 TAG inh 12 and H9c2 TAG inh DAPI viability 4.
Cc1nc2sc3c(c2c(=O)o1)CC(C)(C)OC3 was read as H9c2 TAG inh -35 and H9c2 TAG inh DAPI viability -1.
